# Compound activity as filed in PubChem BioAssay.
# mcGAS inh: blocks mouse cGAS activity | Q8C6L5 | recombinant cGAS, Kinase-Glo ATP depletion luminescence | inhibition, % at 12.5 µM | 0.15% of 160,000 active;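 further: 0% = negative control wells and 100% = reference inhibitor with no enzyme activity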
# NPYLR7 ag: activates Aedes aegypti NPYLR7 receptor. 0.15% of 270,000 active. HEK293T NPYLR7/Galpha15, GCaMP6s calcium fluorescence. activation, % at 10 µM; in the data active means activation above about 40%;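 further: 0% = vehicle and 100% = reference agonist at the receptor; some compounds past the cut are filed as inactive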
# hcGAS inh: inhibitors of human cGAS; Q8N884; recombinant h-cGAS, ATP depletion, Kinase-Glo luminescence; inhibition, % at 12.5 µM; 0.081% of 290,000 active; AID 1259398;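 further: 0% = vehicle reaction and 100% = reaction without DNA for no activity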
# Target sequence (Q8N884 whole entry, looked up): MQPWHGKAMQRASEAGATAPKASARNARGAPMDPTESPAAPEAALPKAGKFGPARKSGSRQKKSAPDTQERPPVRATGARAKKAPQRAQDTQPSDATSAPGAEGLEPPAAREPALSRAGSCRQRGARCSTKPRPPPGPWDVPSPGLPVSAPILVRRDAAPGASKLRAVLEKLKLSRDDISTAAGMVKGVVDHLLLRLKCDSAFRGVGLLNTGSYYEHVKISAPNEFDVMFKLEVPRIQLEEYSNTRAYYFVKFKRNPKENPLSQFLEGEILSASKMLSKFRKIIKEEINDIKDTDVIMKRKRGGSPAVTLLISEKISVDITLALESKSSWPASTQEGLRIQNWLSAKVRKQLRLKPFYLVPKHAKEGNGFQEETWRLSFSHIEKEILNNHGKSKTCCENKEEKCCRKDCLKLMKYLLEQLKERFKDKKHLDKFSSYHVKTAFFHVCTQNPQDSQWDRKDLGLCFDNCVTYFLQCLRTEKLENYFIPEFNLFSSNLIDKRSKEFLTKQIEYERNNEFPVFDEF
# Active calls of the source: *; . = no result given; & = joins results of further samples. Unless noted, no stated cut-off is given here; in the data, active means inhibition above about 40%; inactive means the rest. Compounds were not picked by outcome; about 0.27% have a hit in one of these screens.
# Each structure is followed by: mcGAS inh	NPYLR7 ag	hcGAS inh
CC1C(=O)N(c2ccc3c(c2)CCC3)CCN1Cc1ccc(F)cc1F (stereo unspecified)
 : -1	9	-1
O=C(O)C1C2C=CC(C2)C1C(=O)O (stereo unspecified)
 : .	7	-2
Cc1ccccc1OCCn1c(C2CC(=O)N(C(C)(C)C)C2)nc2ccccc21 (stereo unspecified)
 : -4	-1	-4
COC(=O)c1ccc(OC(=O)c2ccc([N+](=O)[O-])cc2)cc1
 : -5	-3	-5
C=C(C)COc1ccccc1C(=O)NC(C)Cc1cc(C)[nH]n1 (stereo unspecified)
 : .	11	-8
CN1CC(=O)N2C[C@H](NC(=O)NCCc3ccccc3)C[C@H]2C1=O
 : -2	5	1
COc1cn(CC(=O)Nc2cccc3ccccc23)c(CSc2nc(C)cs2)cc1=O
 : -9	-6	-9
CCN(CC)S(=O)(=O)c1cc(C(=O)Nc2cc(C)on2)ccc1Cl
 : .	5	-8
Cc1cnc(CCNC(=O)N2c3ccccc3CC2C)s1 (stereo unspecified)
 : -8	4	-10
NC(=O)CSc1ncnc2sc3c(c12)CCCC3
 : 1	2	-2
O=C(C1CCCN(C2CCN(C(=O)C3CC3)CC2)C1)N1CC=CCC1 (stereo unspecified)
 : .	4	-3
CCOC(=O)c1ccc2c(c1)nc(SCc1ccccc1SC(F)(F)F)n2Cc1ccccc1
 : -5	9	1
Cc1ccn2c(=O)nc(SCc3ccc(Cl)c(Cl)c3)nc2c1
 : -7	6	-7
Cc1ccc(Cl)cc1-n1c(SCc2nc(C(=O)N3CCN(c4cccc(Cl)c4)CC3)cs2)nnc1-c1ccncc1
 : -6	-9	-19
CCCCOc1ccc(S(=O)(=O)N2CCN(CCO)CC2)c2ccccc12
 : .	5	-7
COC(c1ccccc1)N(CCc1ccccc1)C(=O)C(F)(F)F (stereo unspecified)
 : .	10	-9
O=C(Nc1ccc(SCc2ccncc2)nn1)C1CC1
 : .	1	0
Cc1cc(C(=O)CCC(=O)OCc2nc3ccsc3c(=O)[nH]2)c(C)s1
 : -3	-4	-9
Cc1ccc(S(=O)(=O)NCc2ccc3c(c2)OCO3)c(C)c1C
 : .	-2	-10
Cc1noc(C)c1CN(C)C(=O)c1coc(COc2ccc(F)cc2Cl)n1
 : -2	-3	3
O=C(Cn1c(CO)c[nH]c1=S)NC1CCCC1
 : .	-3	-1
CCCCCCC(=O)NC(C(=O)Nc1nnc(-c2ccc(F)cc2)s1)C(C)CC (stereo unspecified)
 : -5	-10	-12
Cc1c(C)n(Cc2ccco2)c2ncnc(Nc3cccc(O)c3)c12
 : .	12	-7
Cc1cccnc1CC(C)NC(=O)c1ccc(Cn2cnnn2)cc1 (stereo unspecified)
 : .	0	6
O=C(/C=C/c1cc2ccccc2o1)Nc1cccc(N2CCCC2=O)c1
 : .	2	1
CCc1nnc(CNC(=O)C2(COC)CCC2)s1
 : -14	7	-6
Cc1nn(-c2ccccc2)c2nc(C3CCOCC3)nc(N3CCN(C(=O)C4CCCC4)CC3)c12
 : -10	.	-13
CCOC(=O)C1=C(COc2cc(Cl)cc(Cl)c2)NC(=O)NC1
 : .	6	-7
CCCn1c(=O)[nH]c(=O)c2cc(C(=O)C(C#N)C(=O)Nc3ccc(Cl)cc3Cl)cnc21 (stereo unspecified)
 : .	0	3
Cc1cc(NC(=O)Cc2c(Cl)cccc2Cl)n[nH]1
 : .	-4	11
Cn1cc(NC(=O)N(CCCO)C2CCCc3ccccc32)cn1 (stereo unspecified)
 : -15	-3	-9
COc1ccc(OCC(=O)NC2CCCCCCC2)cc1
 : .	-19	-7
CCc1ccc2oc(-c3ccc(C)c(NC(=O)c4ccccc4F)c3)nc2c1
 : 5	3	5
S=c1[nH]nc(C2CC2)n1-c1ccccc1
 : .	3	-4
O=C(CCC1CCN(C(=O)CN2CCC(c3ccccc3)CC2)CC1)NC1CC1
 : .	8	-7
Cc1ncc(CN(C)C(=O)NC2CCCCCCC2)s1
 : .	4	-1
CSc1cccc(NC(=O)N2CCN(c3cc(-n4ccnc4)ncn3)CC2)c1
 : -11	-9	-8
Cc1ccc2c(c1)C1OCCC1C(c1ccco1)N2 (stereo unspecified)
 : .	7	-6
CCN1CCN(c2cc(C(C)(C)C)nc(SCc3ccc(C(=O)NC(C)c4ccccc4)cc3)n2)CC1 (stereo unspecified)
 : -6	10	-3
CCC(C)N(CC(=O)N1CCc2sccc2C1c1ccc(OC)cc1)C(=O)c1ccc(Br)cc1 (stereo unspecified)
 : -5	24	-3
CCc1cc(Oc2ccc(Cl)c(C)c2)nc(SCc2ccc(C(F)(F)F)cc2)n1
 : -5	26	-2
C[C@H]1C(=O)N(C)CCN1C(=O)c1ccccc1OC1CCN(C(=O)c2cccnc2)CC1
 : .	0	4
C/C(=C\c1ccco1)CN(Cc1nccn1C)C1CC1
 : .	2	-12
CCc1cccc2c(C(CC(=O)NCCc3ccccn3)c3cccc(OC)c3OC)c[nH]c12 (stereo unspecified)
 : -5	17	-5
CCc1nn(C)c(Cl)c1CN1CCC(C(=O)N2CCOCC2)CC1
 : -2	.	-4
COc1ccc(NC(=O)CCN(CCc2ccccc2)c2nc(C3CC3)nc3cc(Cl)ccc23)cc1
 : -7	26	-6
Cc1cc(Nc2ccc3c(n2)C(=O)N(CC(=O)Nc2ccccc2)C3)n(C)n1
 : -4	-14	-4
Cc1cc(C(F)(F)F)nc(CCNC2CCC3(CCNCC3)CC2)n1
 : .	1	-6
O=C(Nc1nc(-c2c[nH]c3ccccc23)cs1)c1ccc(F)cc1Cl
 : -16	14	-10
Cc1ccc(C)c(C(C)NC(=O)Cn2ccccc2=O)c1 (stereo unspecified)
 : -8	10	-7
O=C1CC2(CCCC2)C(=O)N1CN1CCN(c2ccc(F)cc2)CC1
 : .	27	-4
COc1ccc(C2=NN(C(=O)CN3CCN(C(C)=O)CC3)C(c3ccc(F)cc3)C2)c(OC)c1 (stereo unspecified)
 : -3	1	-6
CCC1=NN2C(=N)/C(=C\c3ccc(OC)c(OC)c3OC)C(=O)N=C2S1
 : 44*	-2	-2
Cc1ccc(N2CCCn3c2nc2c3c(=O)n(CC(=O)OCc3ccccc3)c(=O)n2C)c(C)c1
 : -6	0	-2
CN(Cc1cnc(C2CCCCC2)nc1)Cc1ncc[nH]1
 : .	8	-11
Clc1ccc(-c2ncc(CN3CCCC(N4CCOCC4)C3)cn2)cc1 (stereo unspecified)
 : .	13	-9
Cc1ccc(SCCNC(=O)CSc2n[nH]c(=O)n2C2CC2)cc1
 : -5	1	-3
CCc1sc(-c2nnc(CSc3ncnc4sccc34)o2)cc1C
 : .	0	2
C[C@@H]1CN(S(=O)(=O)c2cn(C)c(=O)n(C)c2=O)C[C@@]1(O)C1CCC1
 : -3	.	1
Cc1ccc(CN2CCCC(CNC(=O)c3ccc4c(c3)OCO4)C2)o1 (stereo unspecified)
 : .	14	-3

# Ordered by molecular weight (descending): part of the list above.
# Each structure is followed by: mcGAS inh	NPYLR7 ag	hcGAS inh
Cc1ccc(N2CCCn3c2nc2c3c(=O)n(CC(=O)OCc3ccccc3)c(=O)n2C)c(C)c1
 : -6	0	-2
CCCCCCC(=O)NC(C(=O)Nc1nnc(-c2ccc(F)cc2)s1)C(C)CC (stereo unspecified)
 : -5	-10	-12
CCc1nn(C)c(Cl)c1CN1CCC(C(=O)N2CCOCC2)CC1
 : -2	.	-4

# Full records as entered above.
# C=C(C)COc1ccccc1C(=O)NC(C)Cc1cc(C)[nH]n1 (stereo unspecified) is listed with mcGAS inh: .; NPYLR7 ag: 11; hcGAS inh: -8
# Cc1cc(C(=O)CCC(=O)OCc2nc3ccsc3c(=O)[nH]2)c(C)s1 is listed with mcGAS inh: -3; NPYLR7 ag: -4; hcGAS inh: -9
# O=C(O)C1C2C=CC(C2)C1C(=O)O (stereo unspecified) is listed with mcGAS inh: .; NPYLR7 ag: 7; hcGAS inh: -2

# Remaining list, next part:
# Each structure is followed by: mcGAS inh	NPYLR7 ag	hcGAS inh
CC(=O)N1CCN=C1SCc1cc(C)ccc1C
 : .	5	3
CCCS(=O)(=O)N1CCc2ccc(NC(=O)C3(c4ccccc4)CC3)cc2C1
 : .	0&10	-1&-2
Cc1ccc(CNc2nc(CN3CCSCC3)nc3ccccc23)cc1
 : -13	19	-5
Cc1cc(C)cc(NC(=O)CCn2c(=O)oc3cc(S(=O)(=O)N4CCCC4)ccc32)c1
 : -9	-4	-6
CC1(C)O[C@@H]2C[C@@](OCc3cccc(F)c3)(C(=O)NC3CC3)CC(OCc3cccc(Cl)c3)[C@@H]2O1 (stereo partly specified)
 : -4	9	-2
CC1CC(OC(=O)C(O)c2ccccc2)CC(C)(C)C1 (stereo unspecified)
 : .	-6	-7
COc1cccc(Cn2c(=O)c(C(=O)N3CCCC3)nn(-c3ccc(OC)c(OC)c3)c2=O)c1
 : -4	-4	-4
CC(C)CC(NC(=O)CN(C)C)c1nnc2n1CCN(C(=O)/C=C/c1ccc(F)cc1)CC2 (stereo unspecified)
 : -10	17	-10
CC(=O)c1cc(C(=O)NCc2cccnc2Oc2ccccc2F)[nH]n1
 : -1	-1	5
COc1ccc(-c2csc3c(=O)n(Cc4ccc(C)cc4C)cnc23)cc1
 : -5	2	1
CC(c1ccccc1)N1CC(C(=O)NCC(=O)Nc2cc(Cl)ccc2Cl)CC1=O (stereo unspecified)
 : -8	12	-6
CN(CC(=O)Nc1ccc(F)cc1)C(=O)c1nn(-c2ccccc2)c2c1CCC2
 : -7	1	-1
O=C(NCCC1=CCCCC1)c1ccc(NC(=O)C2CCC2)cc1
 : -8	.	-4
COc1cc(C=C2C(=O)N(C)C(=O)N(C)C2=O)cc(OC)c1OC(C)=O
 : -4	11	0
COc1ccccc1N1C(=O)CC(SC(N)=N/N=C(C)\C=C\c2ccc(N(C)C)cc2)C1=O (stereo unspecified)
 : -8	-10	-4
CCC(CC)NC(=O)Cn1cnc2scc(-c3ccc(C)cc3)c2c1=O
 : .	1	2
CCCc1ncc(C(=O)Nc2ccccc2-c2ncc(C)[nH]2)s1
 : -14	2	-12
CC(N)=C(C#N)C(=O)CSc1nnc(-c2ccco2)o1
 : .	-7	-2
COc1cccc(CNC2CCc3c(c(C(=O)N4CCCCCC4)nn3C)C2)c1 (stereo unspecified)
 : -16	10	-5
O=C(CSc1ncccc1C(=O)OCC(=O)C1CCCCC1)Nc1ccc2c(c1)OCO2
 : .	0	0
CC(CC1CCCC1)C(=O)N1CCC(c2nc(C3CC3)n[nH]2)CC1 (stereo unspecified)
 : .	3	-11
CC(C)CC(=O)Nc1ccnn1C1CCN(c2cc(N(C)C)ncn2)CC1
 : .	7	-6
CCN(CC)S(=O)(=O)c1cc(NC(=O)CCn2nc(C)cc2C)ccc1C
 : -2	7	-3
COc1ccc2c(c1)CCc1c(-c3ccc(C(=O)N4CCN(CCC#N)CC4)cc3)n[nH]c1-2
 : -6	29	-5
CN(Cc1cc(Cl)cn1C)C(=O)c1cnn(C)c1
 : .	0	-10
O=c1cc2nc(-c3ccco3)cc(C(F)(F)F)n2[nH]1
 : .	0	-7
O=C1CCCN1c1ccc(CNS(=O)(=O)c2ccc3c(c2)CCCC3)cc1
 : .	4	-5
Clc1ccc(-c2nc(NC3CC3)c3ccccc3n2)cc1
 : -6	-1	-5
COc1ccccc1-c1cccc(C(=O)NCCN2CCOC2=O)c1
 : -14	3	-3
CCCc1ccccc1N1C(=O)CSC1c1cccc(NC(=O)C(Cl)c2ccccc2)c1 (stereo unspecified)
 : -2	7	1
C=CCn1c(SCC(=O)NC23CC4CC(CC(C4)C2)C3)nc2sc3c(c2c1=O)CCC3
 : -1	0	-2
Cn1c(CN2CCN(CC(=O)Nc3cccc(Cl)c3)CC2)nc2ccccc21
 : .	-1	-1
COc1ccc(C(=O)N(C)Cc2nc3ccccc3o2)c(C)c1
 : .	1	-1
CCC(c1nc2ccccc2c(=O)n1-c1cccc(C)c1)N(Cc1ccccc1)C(=O)c1ccccc1Cl (stereo unspecified)
 : -5	.	-4
O=S(=O)(NCCOc1ccc(-c2ccccc2)nn1)c1ccccc1
 : -7	-10	-7
O=C(Nc1ccc(S(=O)(=O)C2CCCC2)cc1)c1cccc(F)c1
 : .	6	-18
CC(c1ccc(-n2cncn2)cc1)N(C)C(=O)C12CC3CC(CC(Cl)(C3)C1)C2 (stereo unspecified)
 : .	-4	1
CCN(Cc1nccn1Cc1ccc(F)c(F)c1)S(=O)(=O)c1ccc(C)cc1
 : -3	11	-2
C=CCNC(=O)C(NC(=O)c1cccs1)C1CCN(C(=O)c2cccc(Br)c2)CC1 (stereo unspecified)
 : -6	8	-5
CCCNC(=O)Cn1nc2c(c1NC(=O)COc1ccccc1F)CSC2
 : -7	-10	-9
Cc1ccc(NC(=O)c2cccnc2Nc2cccc(C(F)(F)F)c2)cc1
 : -3	-1	-5
COCCN(CC(=O)N1CCc2sccc2C1c1ccccc1C)C(=O)c1cccc(C(F)(F)F)c1 (stereo unspecified)
 : -6	-4	-17
CCc1nnc(NC(=O)C2CC(c3ccccc3)=NO2)s1 (stereo unspecified)
 : .	-3	4
O=C1NCC2CN(C(=O)Nc3cccc4ccccc34)CCN2C1=O (stereo unspecified)
 : -17	3	-4
O=C(N=c1sccn1Cc1ccccc1Cl)c1ccc[nH]c1=O
 : .	-22	-7
CC1CN(C(=O)Nc2c[nH]c3ccccc23)CC(C)O1 (stereo unspecified)
 : -12	3	-9
COc1ncnc2sc3c(c12)CCCC3
 : -1	1	-3
CC(C)N1CCC(C)(C(=O)Nc2ccc(OC(F)F)cc2)C1 (stereo unspecified)
 : .	-3	-5
CCOC(=O)c1nn(Cc2cccc(OC)c2)c2c1CN(C(=O)c1csc(C(C)C)n1)CC2
 : -6	12	-19
Nc1nc(-c2cc(Cl)cc(Cl)c2OC(F)F)cs1
 : -7	14	-6
